BAZ2B inh = blocks human BAZ2B | Q9UIF8 | AlphaScreen BAZ2B-H3K14Ac peptide displacement | Potency, µM (highest dose often 114 µM), without a hit: at the highest dose activity change, negative = inhibition, usual class: inhibitors | hit rate 4.4% among 360,000; further: potency means the concentration at half of the fitted maximal effect; on the % scale 0 is the no-effect control and ±100 the full control effect; nearly all actives have a fitted effect of over 60% in size
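BAZ2B 50 nM plus b-H3(5-23)K14Ac 50 nM, PBS pH 7.4/0.01% Tween-20, 30 min RT; compound added (max 110 uM), 30 min RT; streptavidin donor/Ni-chelate acceptor beads 10 ug/mL final, 20 min dark; AlphaScreen read.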
Pol eta inh = inhibitors of human DNA polymerase eta. Q9Y253. recombinant Pol eta, fluorescent DNA replication assay. Potency, µM (highest dose often 114 µM), without a hit: top-dose activity change, negative = inhibition, most hits filed as inhibitors. hit rate 1.2% among 390,000. AID 588591; further: potency means the concentration at half of the fitted maximal effect; on the % scale 0 is the no-effect control and ±100 the full control effect
Target sequence (Q9Y253 whole entry, looked up): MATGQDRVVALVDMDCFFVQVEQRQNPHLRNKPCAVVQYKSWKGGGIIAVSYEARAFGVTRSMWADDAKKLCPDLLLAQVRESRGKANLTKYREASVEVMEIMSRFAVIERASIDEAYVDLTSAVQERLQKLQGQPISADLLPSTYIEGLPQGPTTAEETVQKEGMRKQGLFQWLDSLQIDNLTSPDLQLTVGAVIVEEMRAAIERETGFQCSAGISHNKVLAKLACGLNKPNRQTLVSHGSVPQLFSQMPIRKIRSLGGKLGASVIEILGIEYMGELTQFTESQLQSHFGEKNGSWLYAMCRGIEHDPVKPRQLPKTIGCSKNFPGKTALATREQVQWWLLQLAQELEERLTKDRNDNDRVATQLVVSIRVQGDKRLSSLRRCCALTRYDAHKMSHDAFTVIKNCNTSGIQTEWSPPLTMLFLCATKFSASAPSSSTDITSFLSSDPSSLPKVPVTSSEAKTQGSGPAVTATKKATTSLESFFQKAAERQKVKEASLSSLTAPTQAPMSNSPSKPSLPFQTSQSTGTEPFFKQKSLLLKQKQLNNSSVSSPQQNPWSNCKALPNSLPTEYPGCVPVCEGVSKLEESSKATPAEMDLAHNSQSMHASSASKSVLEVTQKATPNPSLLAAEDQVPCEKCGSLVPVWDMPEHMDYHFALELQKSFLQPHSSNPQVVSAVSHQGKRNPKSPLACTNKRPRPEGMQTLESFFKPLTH
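Fluorescent replication assay: 50 nM final substrate added after a 15 min room-temperature compound preincubation with 10 nM enzyme. Signal taken at 0 min and again at 10 min.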
GLS inh = blocks human kidney-isoform glutaminase activity | O94925 | Potency, µM (highest dose often 45.5 µM), without a hit: at the top dose activity change, negative = inhibition, actives largely listed as inhibitors | hit rate 0.21% among 410,000 | GLS enzymatic activity, qHTS titration | AID 624170; further: potency means the concentration at half of the fitted maximal effect; on the % scale 0 is the no-effect control and ±100 the full control effect
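Two-point fluorescence kinetic (t0, 30 min RT) for hKGA; glutamate detected via glutamate oxidase–HRP–Amplex Red. Substrate: 1 mM L-glutamine solution; buffer 45 mM KH2PO4, pH 8.2.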
HP1b binding inh = blocks HP1-beta chromodomain binding to methylated histone tails; P83916; AlphaScreen HP1-beta / biotin-H3K9me3 peptide binding; Potency, µM (doses to about 114 µM), for inactives: at the top dose activity change, negative = inhibition, actives largely listed as inhibitors; hit rate 0.56% among 390,000; AID 540317; further: potency means the concentration at half of the fitted maximal effect; nearly all actives have a fitted effect of over 70% in size; inactives centre near 23
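HP1-beta protein (50 nM final) preincubated 30 min at room temperature with biotinylated H3(1-18)K9me3 peptide (50 nM) in PBS pH 7.4, 0.01% Tween-20, then compound added for 30 min. AlphaScreen streptavidin donor/nickel chelate acceptor beads (10 ug/mL final), 30 min dark, luminescence read.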
JMJD2A Tudor = JMJD2A Tudor domain (human) inhibition; O75164; AlphaScreen JMJD2A-Tudor / H3K4me3 peptide binding; Potency, µM (doses to about 114 µM), without a hit: at the top dose activity change, negative = inhibition, actives largely listed as inhibitors; hit rate 4.4% among 390,000; AID 504339; further: potency means the concentration at half of the fitted maximal effect; on the % scale 0 is the no-effect control and ±100 the full control effect; nearly all actives have a fitted effect of over 50% in size
G9a inh = inhibitors of human histone lysine methyltransferase G9a; Q96KQ7; G9a H3K9 monomethylation, AlphaScreen, 2 h; Potency, µM (doses to about 102 µM), inactives show at the highest dose activity, negative = inhibition, actives largely listed as inhibitors; hit rate 8.8% among 350,000; AID 504332; further: potency means the concentration at half of the fitted maximal effect; on the % scale 0 is the no-effect control and ±100 the full control effect; nearly all actives have a fitted effect of over 75% in size
Target sequence (Q96KQ7 913-1193 limits assumed): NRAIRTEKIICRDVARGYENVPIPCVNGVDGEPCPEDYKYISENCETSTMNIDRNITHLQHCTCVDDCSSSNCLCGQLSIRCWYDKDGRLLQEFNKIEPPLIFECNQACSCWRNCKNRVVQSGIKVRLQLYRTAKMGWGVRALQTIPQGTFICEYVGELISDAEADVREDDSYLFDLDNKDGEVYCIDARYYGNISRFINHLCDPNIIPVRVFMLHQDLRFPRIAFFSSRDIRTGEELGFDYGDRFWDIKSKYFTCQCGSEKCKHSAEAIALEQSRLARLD
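Chemiluminescent proximity detection of H3K9 monomethylation, read after 10 min bead incubation in the dark. Reaction: 20 nM G9a, 500 nM biotin-H3K9 peptide, 20 uM SAM cofactor, 2 h, room temperature, following 15 min enzyme-compound preincubation.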
Pin1 inh = inhibitors of human Pin1. Q13526. Pin1 FP peptide displacement, HiFluor488, 10 min. Potency, µM (titrated, usually from 115 µM), for the others: at the top dose activity, negative = inhibition, most hits filed as inhibitors. hit rate 0.009% among 390,000. AID 504891; active means well fitted inhibition curve with a large enough effect in the polarisation, with a control signal flat, not every such curve was filed as active; inconclusive means small, poorly fitted or top-dose-only effect, or effect the other way, or a change in a side signal; inactive means no such curve, though single readings can be large or run the other way; the % refers to the polarisation; further: potency means the concentration at half of the fitted maximal effect; on the % scale 0 is the no-effect control and ±100 the full control effect
PGK inhibitor = blocks T. brucei phosphoglycerate kinase; hit rate 0.043% among 380,000; P07378; PGK/GAPDH coupled, Kinase-Glo luminescence, 60 min; Potency, µM (doses to about 57.5 µM), for the others: at the top dose activity change, negative = inhibition, usual class: inhibitors; AID 602233; further: potency means the concentration at half of the fitted maximal effect; on the % scale 0 is the no-effect control and ±100 the full control effect; nearly all actives have a fitted effect of over 60% in size
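Luminescent ATP detection (Kinase-Glo Plus) follows a 60-minute room-temperature incubation, with wells lacking PGK as controls. Buffer: 100 mM TEA (pH 7.6), 5 mM MgCl2, 0.01% Tween-20. Coupling enzyme GAPDH (100 nM final) supplies unstable 1,3-BPG in-well.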
PI4K2A inh = blocks human PI4K2A kinase activity. Q9BTU6. purified PI4K2A, ADP-Glo luminescence, 1 h; stronger effect = lower value. activity change, negative = inhibition, % at 76.9 µM. hit rate 0.13% among 420,000; in the data active means activity change below about -50%; inconclusive means mostly about -30% to -49%;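 further: -100% = wells without enzyme as full effect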
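In this quantitative HTS, ADP production by PI4K2A was quantified luminescently after 1 h at ambient temperature; 100 microM adenosine served as plate-quality control.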
Numbers without * were called inactive; i = inactive; ? = inconclusive; nt = no result given; & = joins results of further samples; [ ] = another dose, or the depositor's remark. Unless noted, the call rests on the fitted dose curve; in most records, active means well fitted curve in the direction sought with a large enough effect; inconclusive means small, poorly fitted or top-dose-only effect, or another doubt; inactive means no such curve, though single readings can be large; an effect the other way counts as inactive or inconclusive. A portion of the library (hit frequency here may not be typical).

SMILES	BAZ2B inh	Pol eta inh	GLS inh	HP1b binding inh	JMJD2A Tudor	G9a inh	Pin1 inh	PGK inhibitor	PI4K2A inh
COc1cccc(-c2cccc(NC(=O)C3CCN(Cc4cnn(C)c4)CC3)c2)c1	-5%	-9%	3%	21%	-7%	1%	6%	i	-3
CCOC(=O)c1c(C)[nH]c(C(=O)COC(=O)c2ccco2)c1C	nt	-24%	0%	30%	-18%	nt	3%	-4%	4
CC1CCCCC12NC(=O)N(CC(=O)NCCc1ccccn1)C2=O (centres undefined)	1%	-8%	-1%	14%	-14%	14%	-1%	3%	1
Cc1ccccc1C1C(C#N)=C(N)N(N(C)C)C2=C1C(=O)CC(C)(C)C2 (centres undefined)	0%	-21%	9%	-15%	-12%	7%	-4%	-1%	-2
COc1cc(CNC(=O)c2ccccc2NC(=O)C2=C(C)OCCS2)cc(OC)c1OC	-25%	-19%	-1%	10%	-21%	4%	-1%	-4%	-3
O=C(Nc1ccc2oc(-c3cccnc3)nc2c1)c1ccccc1F	1%	-10%	0%	28%	-10%	-45%[59 µM]	6%	9%	6
CCC(=O)N1CCc2cc(S(=O)(=O)CCC(=O)NCc3ccc(OC)cc3)ccc21	-3%	-9%&-1%	6%&11%	14%&15%	-2%&-6%	4%&-36%[59 µM]	9%&0%	-3%&-1%	-3&3
Cc1ccc(NC(=O)COC(=O)CCC(=O)c2cccs2)cc1S(=O)(=O)N1CCOCC1	12%	-10%	-1%	31%	-10%	13%	5%	i	1
CC(NCc1ccc(OCc2ccc(Cl)cc2)cc1)C(O)c1ccccc1 (centres undefined)	-30%	-9%	0%	-5%	-30%	?	-1%	1%	3
CCc1ccc(N2CC(C(=O)OCC(=O)Nc3ccc(C#N)cc3)CC2=O)cc1 (centres undefined)	-3%	-16%	-3%	46%[activator]	-8%	-14%[59 µM]	-1%	-4%	-6
N#CCCn1ncc2ccccc21	5%	-2%	12%	24%	-18%	17%[59 µM]	-5%	i	7
O=C(COc1cccnc1[N+](=O)[O-])Nc1cccc(S(=O)(=O)N2CCOCC2)c1	-8%	-9%	-4%	4%	-20%	24%	?	-5%	6
Cc1ccccc1CNC(=O)C(=O)NCC1OCCCN1S(=O)(=O)c1ccc(F)cc1C (centres undefined)	-7%	-21%	5%	21%	-15%	?	-3%	8%	-1
CCc1ccc(CNC(=O)c2cccc(-n3c(C)nc4cccnc43)c2)cc1	-5%	-12%	-2%	14%	-25%	-5%[59 µM]	3%	2%	0
O=C(CSc1nnc(-c2ccc(F)cc2)o1)N1CCCCC1	4%	-19%	-8%	14%	0%	21%	13%	-1%	4

In a second layout: entries from further up
Fields – BAZ2B inh | Pol eta inh | GLS inh | HP1b binding inh | JMJD2A Tudor | G9a inh | Pin1 inh | PGK inhibitor | PI4K2A inh
CCc1ccc(N2CC(C(=O)OCC(=O)Nc3ccc(C#N)cc3)CC2=O)cc1 (centres undefined)
  -3% | -16% | -3% | 46%[activator] | -8% | -14%[59 µM] | -1% | -4% | -6
Cc1ccccc1CNC(=O)C(=O)NCC1OCCCN1S(=O)(=O)c1ccc(F)cc1C (centres undefined)
  -7% | -21% | 5% | 21% | -15% | ? | -3% | 8% | -1

Gathered by group, those above with fluorine (three)
SMILES	BAZ2B inh	Pol eta inh	GLS inh	HP1b binding inh	JMJD2A Tudor	G9a inh	Pin1 inh	PGK inhibitor	PI4K2A inh
O=C(Nc1ccc2oc(-c3cccnc3)nc2c1)c1ccccc1F	1%	-10%	0%	28%	-10%	-45%[59 µM]	6%	9%	6
Cc1ccccc1CNC(=O)C(=O)NCC1OCCCN1S(=O)(=O)c1ccc(F)cc1C (centres undefined)	-7%	-21%	5%	21%	-15%	?	-3%	8%	-1
O=C(CSc1nnc(-c2ccc(F)cc2)o1)N1CCCCC1	4%	-19%	-8%	14%	0%	21%	13%	-1%	4

Next compounds:
SMILES	BAZ2B inh	Pol eta inh	GLS inh	HP1b binding inh	JMJD2A Tudor	G9a inh	Pin1 inh	PGK inhibitor	PI4K2A inh
Cc1ccc2cc(C)c(Sc3nnnn3-c3ccccc3)nc2c1	7%	-19%	-15%	41%[activator]	-3%	4%[59 µM]	0%	-10%	5
O=C(Cc1ccc(Cl)cc1)Nc1ccc(SC(F)F)cc1	25%	-26%	-4%	67%[activator]	8%	10%[59 µM]	8%	i	-4
Cc1ccc(S(=O)(=O)N2CCCCC2CCNC(=O)C(=O)NCc2cccnc2)cc1 (centres undefined)	11%	-14%	-1%	22%	-13%	5%	-6%	0%	2
Cn1c(SCc2ccc(F)cc2)nnc1-c1ccncc1	6%	0%	-3%	45%[activator]	-3%	6%	7%	-5%	5
CCn1c(Oc2cccc(Br)c2)nc2c1c(=O)n(C)c(=O)n2C	-16%	-10%	-3%	15%	-17%	nt	-4%	-9%	2
O=C(NCCC1CCCC1)c1cccs1	-5%	-13%	-4%	34%	9%	23%	35%[activator]	0%	0
CC(Cc1nnc(SCC(=O)O)n1N)c1ccccc1 (centres undefined)	-20%	-7%	-12%	-15%	?	-10%[12.7 µM]	3%	-6%	1
COc1ccc(NC(=O)Cn2c(SCc3c(F)cccc3Cl)nc3ccncc32)cc1OC	2%	-2%	-9%	13%	?	?	4%	-2%	-2
Cc1ccc(NS(=O)(=O)c2ccc(C(=O)N3CC(C)OC(C)C3)cc2)cc1 (centres undefined)	?	-4%	0%	42%[activator]	-2%	46%	3%	-8%	-3
COc1ccc(NC(=O)c2ccco2)c([N+](=O)[O-])c1	-39%	-7%	6%	-12%	-25%	?	0%	2%	-5
CCOc1ccccc1Nc1ccnc2cc(Cl)ccc12	5%	-17%	15%	90%[activator]	16%	4%	-2%	-4%	-2
O=C(c1cccc(C(F)(F)F)c1)N1CCCCCC1	-4%	9%	-10%	10%	-19%	20%[59 µM]	-3%	-1%	2
CSc1ccc(CN2CCN(C3CCCC3)C(CCO)C2)cc1 (centres undefined)	-1%	-16%	7%	54%[activator]	-18%	nt	-1%	i	2
Cc1[nH]nc2c1C(c1ccc(F)cc1)C(C#N)=C(N)O2 (centres undefined)	nt	-6%	2%	34%	-18%[11.4 µM]	-2%[59 µM]	-2%	i	0
COc1cc(NC(=O)CCS(=O)(=O)c2ccc(Br)cc2)cc(OC)c1	2%	-15%	0%	0%	-2%	-5%[59 µM]	3%	-7%	-2

Rewritten with bars between the fields: 2 of the compounds above.
molecule | BAZ2B inh | Pol eta inh | GLS inh | HP1b binding inh | JMJD2A Tudor | G9a inh | Pin1 inh | PGK inhibitor | PI4K2A inh
CC(Cc1nnc(SCC(=O)O)n1N)c1ccccc1 (centres undefined) | -20% | -7% | -12% | -15% | ? | -10%[12.7 µM] | 3% | -6% | 1
Cc1[nH]nc2c1C(c1ccc(F)cc1)C(C#N)=C(N)O2 (centres undefined) | nt | -6% | 2% | 34% | -18%[11.4 µM] | -2%[59 µM] | -2% | i | 0

(next part)
SMILES	BAZ2B inh	Pol eta inh	GLS inh	HP1b binding inh	JMJD2A Tudor	G9a inh	Pin1 inh	PGK inhibitor	PI4K2A inh
O=C(CNc1ccc(Br)cc1)c1ccc(Br)s1	?	-14%	-13%	-11%	-16%	40µM*	14%	-6%	12
Cc1cc([N+](=O)[O-])nn1CC(=O)Nc1c(C)n(C)n(-c2ccccc2)c1=O	-1%	-14%	-12%	39%[activator]	-5%	16%	2%	-8%	2
COc1ccc(CCNC(=O)c2cnn3ccccc23)c(OC)c1OC	-1%	-12%	-25%	25%	-6%	?	0%	7%	-1
CC(=O)c1cccc(OCc2cc(C(=O)N3C[C@@H](C)O[C@@H](C)C3)no2)c1	-18%	-14%	2%	56%[activator]	-10%	45µM*	7%	10%	9
Fc1ccc(Cn2nnnc2CN2CCc3ccccc3C2)cc1	?	-13%	6%	20%	-4%[57.1 µM]	-35%[2.33 µM]	0%	-6%	10
O=C1N=C(N2CCN(c3ccccc3)CC2)S/C1=C/c1cccs1	-33%	-22%	-16%	-1%	-25%	-20%[59 µM]	-4%	-4%	4
Cc1noc(C)c1CCC(=O)N1CCCC(N2CCN(c3ccc(F)cc3)CC2)C1 (centres undefined)	-5%	-11%	20%	19%	-7%	20%	0%	3%	-3
CC(Sc1cccc[n+]1[O-])C(=O)NC1CCCCC1C (centres undefined)	nt	-17%	-7%	27%	-12%	nt	-8%	-2%	-4
Cn1c(CC(=O)NC(C)(C)CO)c(Sc2ccccc2)c2ccccc21	-25%	-23%	-7%	5%	-15%	7%[59 µM]	4%	i	-2
C[C@@]12C(=O)Nc3cc(Cl)ccc3C(=O)N1[C@H]1c3ccccc3OC[C@@H]1[C@@H]2c1ccccc1	1%	4%	7%	-2%	-28%	-8%[2.33 µM]	17%	i	-2
CN(Cc1ccccc1)C(=O)c1cccc(NC(=O)Cc2ccc([N+](=O)[O-])cc2)c1	nt	-24%	5%	31%	-26%	nt	11%	-2%	-2
CC(C)(C)C(=O)Nc1c(Br)c(C2CC2)nn1-c1ccccc1	-3%	0%	-3%	28%	-1%	2%	0%	-6%	1
Nc1ccn(CC(=O)NCc2ccc3[nH]ccc3c2)c(=O)n1	9%	-1%	8%	15%	-22%	11%[0.501 µM]	0%	i	-2
O=C(NCCCc1ccccc1)C1CCC(CNc2c(N3CCCCC3)c(=O)c2=O)CC1 (centres undefined)	2%	-8%	36%[activator]	23%	-8%	nt	0%	3%	3
O=C(Nc1ccccc1)/C(=C\c1ccco1)NC(=O)c1ccco1	-18%	-6%	2%	?	-21%	?	?	i	1
O=C(/C=C/c1ccc(Cl)cc1)Nc1ccc(N2CCCCC2)cc1	-3%	-9%	4%	25%	-13%	-12%	-7%	5%	-5
CC(C)n1c(N2CCCC2)nc2c1c(=O)[nH]c(=O)n2C	1%	-8%	-33%	39%	-5%	-9%	-8%	-1%	4
